Screens: PubChem BioAssay, several laboratories
AHR act = AHR activators, primary screen, cell-based, luminescence, luciferase reporter, human; Aryl hydrocarbon receptor (Homo sapiens), P35869; AHR-responsive luciferase reporter cells; activation, % at 5 µM; 320,000 tested, 2.5% active; AID 2796, 2010; in the data active = activation above about 47%;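 note: 0% = vehicle wells and 100% = reference agonist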
Target sequence (P35869 whole entry, looked up): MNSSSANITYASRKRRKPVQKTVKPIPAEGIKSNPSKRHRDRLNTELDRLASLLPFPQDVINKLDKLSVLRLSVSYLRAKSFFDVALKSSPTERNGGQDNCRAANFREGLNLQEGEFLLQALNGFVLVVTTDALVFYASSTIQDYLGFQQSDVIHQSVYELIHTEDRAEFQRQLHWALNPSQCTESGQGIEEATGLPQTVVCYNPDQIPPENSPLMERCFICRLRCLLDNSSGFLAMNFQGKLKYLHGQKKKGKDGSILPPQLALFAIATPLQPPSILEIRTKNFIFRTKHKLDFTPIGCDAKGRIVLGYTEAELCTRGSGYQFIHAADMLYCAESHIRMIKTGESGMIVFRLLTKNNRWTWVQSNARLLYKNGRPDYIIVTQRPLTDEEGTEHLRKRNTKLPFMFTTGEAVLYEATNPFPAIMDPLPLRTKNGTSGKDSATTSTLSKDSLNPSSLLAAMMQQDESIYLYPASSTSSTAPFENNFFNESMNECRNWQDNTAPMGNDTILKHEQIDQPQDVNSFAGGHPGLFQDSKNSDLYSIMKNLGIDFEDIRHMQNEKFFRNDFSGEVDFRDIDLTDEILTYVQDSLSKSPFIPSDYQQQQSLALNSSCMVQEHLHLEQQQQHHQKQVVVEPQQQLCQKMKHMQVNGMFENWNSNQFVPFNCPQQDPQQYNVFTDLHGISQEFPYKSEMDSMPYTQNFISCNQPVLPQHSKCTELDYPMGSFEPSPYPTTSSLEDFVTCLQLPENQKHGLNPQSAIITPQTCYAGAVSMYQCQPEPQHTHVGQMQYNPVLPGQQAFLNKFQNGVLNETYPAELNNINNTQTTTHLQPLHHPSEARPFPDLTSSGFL
proCasp3 act = activators of human procaspase-3 D3A mutant, primary screen, biochemical, absorbance, PC-3 D3A mutant, single concentration; Caspase-3 (Homo sapiens), P42574; recombinant procaspase-3 D3A, Ac-DEVD-pNA absorbance 405 nm; activation, % at 8.5 µM; 330,000 tested, 0.11% active; AID 463141, 2010;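 active = activation above the mean of all tested compounds plus 3 SD, cut at about 21% in these data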;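 note: 0% = DMSO alone and 100% = DMSO wells spiked with extra 5 µM PC-3 D3A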
Target sequence (P42574 whole entry D9A/D28A/D175A): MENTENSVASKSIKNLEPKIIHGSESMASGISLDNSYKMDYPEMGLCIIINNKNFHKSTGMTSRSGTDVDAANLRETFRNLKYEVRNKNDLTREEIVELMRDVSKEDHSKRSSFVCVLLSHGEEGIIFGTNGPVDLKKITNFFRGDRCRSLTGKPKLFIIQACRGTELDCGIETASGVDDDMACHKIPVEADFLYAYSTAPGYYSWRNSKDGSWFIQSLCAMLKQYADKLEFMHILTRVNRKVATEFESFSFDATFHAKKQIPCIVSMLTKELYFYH
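Assay system – Procaspase-3 D3A mutant · Benchmarks – DMSO low control, extra-enzyme high control · Technique – 405 nm absorbance of p-nitroaniline, reads at 0 and 120 min · Doses – 8.5 µM nominal · Measure – % activation between DMSO and enzyme-spiked controls · Also added – Ac-DEVD-pNA chromogenic peptide substrate · Schedule – 1 h compound preincubation, 2 h substrate hydrolysis at 25 °C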
AGP1-GFP MLPCN = modulators of AGP1-GFP expression in yeast TOR pathway, primary screen, cell-based, multiplex flow cytometry, S. cerevisiae, MLPCN library | GFP response vs DMSO, % at 10 µM | 320,000 tested, 0.02% active | 3 h; GFP as percent of DMSO wells;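 active = GFP response relative to DMSO above a set limit, near screen average plus 3 SD, cut at about 150% in these data; inconclusive = fewer than 70 cells counted for the yeast strain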;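 note: median GFP channel fluorescence of the gated AGP1 strain per well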
MEP2 TOR yeast = modulators of MEP2-GFP levels in yeast, primary screen, S. cerevisiae, multiplex flow cytometry, MLPCN library; S. cerevisiae MEP2-GFP strain, 3 h; 100% = DMSO control level; GFP response vs DMSO, % at 10 µM; 330,000 tested, 0.51% active;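 active = GFP response versus DMSO above a set limit, roughly screen mean plus 3 SD, cut at about 180% in these data; inconclusive = fewer than 70 cells counted for a yeast strain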;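 note: median GFP fluorescence of the barcode-gated MEP2-GFP cells per well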
CIT2 TOR yeast = modulators of CIT2-GFP expression in yeast, primary screen, S. cerevisiae, GFP fusion, multiplex flow cytometry, MLPCN library; 320,000 tested, 0.065% active; S. cerevisiae CIT2-GFP strain, 3 h; 100 means same as DMSO wells; GFP response vs DMSO, % at 10 µM;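 active = GFP response relative to DMSO above a set limit, near the screen mean plus 3 SD, cut at about 150% in these data; inconclusive = Fewer than 70 cells measured for a yeast strain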;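 note: ratio of well median GFP fluorescence to mean of DMSO wells on the plate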
RPL19A-GFP yeast = RPL19A-GFP expression modulators in yeast, primary screen, cell-based, S. cerevisiae, multiplex flow cytometry, MLPCN | S. cerevisiae RPL19A-GFP strain, 3 h; active compounds read low | percent response vs DMSO, % at 10 µM | 330,000 tested, 0.3% active;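 active = percent response vs DMSO below 50%; inconclusive = fewer than 70 events counted for the yeast strain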;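 note: median channel GFP fluorescence of the barcoded RPL19A-GFP strain; ratio of sample median GFP to plate DMSO average so 100% = DMSO; lower means less RPL19A-GFP as with rapamycin TOR inhibition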
procasp7 counter = procaspase-7 activators, primary screen, counter-screen for procaspase-3 activator project, biochemical, absorbance, HTS, human; Caspase-7 (Homo sapiens), P55210; recombinant procaspase-7, Ac-DEVD-pNA absorbance 405 nm; D23A/D198A/D206A triple mutant, cannot self-cleave; scale: DMSO 0, 5 µM enzyme 100; activation, % at 8.5 µM; 330,000 tested, 0.093% active; AID 463210, 2010;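 active = percent activation above the screen-wide mean plus 3 SD, cut at about 25% in these data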
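Assay system: Uncleavable procaspase-7 mutant enzyme; Input: 2 µM procaspase-7 mutant as dispensed; Also added: DEVD-pNA substrate; Medium: Zinc-free HEPES pH 7.4 with 300 mM NaCl, 0.01% Triton X-100; Timing: 1 h compound preincubation, 2 h substrate cleavage, 25 °C; Measured by: Epi-absorbance of released pNA at 405 nm, two timepoints.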
LAP4-GFP MLPCN = modulators of LAP4-GFP expression in yeast, primary screen, S. cerevisiae, multiplex flow cytometry, MLPCN library; 320,000 tested, 0.34% active; GFP response vs DMSO, % at 10 µM; 3 h; median GFP as percent of DMSO wells;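 active = GFP response vs DMSO above a set limit, about the screen mean plus 3 SD, cut at about 150% in these data; inconclusive = under 70 cell events counted for the yeast strain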
Active calls of the source: *; ? = inconclusive; . = no result given; [ ] = another dose, or the depositor's remark.

SMILES	AHR act	proCasp3 act	AGP1-GFP MLPCN	MEP2 TOR yeast	CIT2 TOR yeast	RPL19A-GFP yeast	procasp7 counter	LAP4-GFP MLPCN
Cc1ccc(C2NC(=NCc3ccccc3)Nc3nc(C)cc(=O)n32)cc1 (configuration not stated)	-1	2	108	96	104	102	6	105
CCOC(=O)N1CCN(CC(O)c2ccc3c(c2)CCN3)CC1 (configuration not stated)	1	3	110	112	111	116	3	110
COc1ccc(C(=O)Oc2cc(/C=N/NC(N)=S)ccc2OC)cc1	2	-5	92	99	93	100	0	102
CC(=O)c1ccc(S(=O)(=O)N2CCCC2)cc1	1	17	99	102	94	96	3	101
C/C(=N/NC(=O)c1ccncc1)c1cc2ccc(O)cc2oc1=O	10	-15	?	?	?	?	-25	?
COC(=O)c1scc(S(=O)(=O)C(C)C)c1N/N=C(\C#N)C(=O)c1ccc(Cl)cc1	2	-15	95	92	83	91	7	101
C=C(C(=O)c1ccccc1)C(CC(=O)c1ccccc1)c1ccccc1 (configuration not stated)	3	4	95	97	93	104	-4	90
O=C(CCNS(=O)(=O)c1cccc(C(F)(F)F)c1)NCc1ccco1	-2	2	98	98	94	101	-1	98
COc1ccccc1C(=O)NNC(=O)c1ccc(C)cc1	13	-9	101	104	105	102	7	94
OCCC1CN(Cc2cc3ccccc3o2)CCN1Cc1ccc(F)cc1 (configuration not stated)	1	8	97	110	104	100	-3	91
COc1ccc(C(=O)Nc2ccc(S(=O)(=O)NC(C)C)cc2)cc1	4	3	91	102	89	100	-11	94
CCOC(=O)Cc1cc(-c2ccc(OC)cc2)nc2ccc3ccccc3c12	129*	2	94	88	87	95	2	96
Clc1ccc(Oc2nc3c(Cl)cccc3s2)cc1Cl	31	-3	95	96	92	102	-6	96
COCCNc1ncnc2c1cnn2Cc1ccccc1Cl	2	23*	101	106	106	105	1	91
CC(=O)NNC(=O)CCn1c2c(c3ccccc31)CCCC2	0	3	133	123	127	120	4	130
CCOc1cc(CNc2ccc(Br)cc2)cc(Br)c1OCC(=O)NC(C)(C)C	5	3	96	96	92	94	-2	88
COc1cccc(OCc2nnc3n2N=C(c2ccccc2)C(CC(=O)O)S3)c1 (configuration not stated)	0	-2	99	105	100	102	-5	90
CCC(C)N(C(=O)COC(=O)c1cc([N+](=O)[O-])ccc1N)C1CCS(=O)(=O)C1 (configuration not stated)	0	-11	94	89	95	92	0	86
CCSc1nc2sc3c(c2c(=O)n1CC)CC(C)(C)OC3	5	-4	89	92	85	92	3	91
Cn1c(=O)c2c(ncn2CC(=O)OCC(=O)Nc2ccccc2Cl)n(C)c1=O	2	8	87	78	75	88	4	86
Cc1cc(-c2cc(N)n(-c3ccccc3)n2)c(C)n1C1CCCC1	13	-2	96	105	96	99	-20	105
O=C(Nc1nccs1)C(=O)c1c[nH]c2ccccc12	59*	-8	87	87	92	92	-9	.
CCOC(=O)N1CCC(NC(=O)CNS(=O)(=O)c2ccc(Br)s2)CC1	-3	1	96	105	92	94	5	103
COc1ccc(NS(=O)(=O)c2cccc3nsnc23)cc1OC	-8	-4	99	102	98	100	6	101
CCOCC(=O)Nc1ccc2c(c1)OCCO2	3	7	?	261*[may fluoresce violet]	?	29*[may fluoresce violet]	7	89[may fluoresce violet]
CSC1=C(C#N)C(C)C2=C(CC(C)(C)CC2=O)N1 (configuration not stated)	0	1	107	103	102	99	8	102
O=C(O)c1ccc(S(=O)(=O)c2ccc3c(c2)C(=O)N(NC(=O)c2ccncc2)C3=O)cc1	7	-7	106	104	95	99	3	106
Cc1ccc(CNC(=O)CCc2ccc(S(=O)(=O)NC3CCCCC3)cc2)cc1	-1	2	98	97	97	98	11	100
CCCn1c(SCC(=O)NCc2ccc(Cl)cc2)n[nH]c1=O	-1	5	98	94	97	97	-4	104
Cn1ccnc1C1CCCCN1Cc1nc(-c2ccc3c(c2)OCO3)no1 (configuration not stated)	26	3	102	113	103	97	6	106
COc1cccc(N(C(=O)CNC(=O)c2ccco2)C(C(=O)NC2CCCC2)c2ccncc2)c1 (configuration not stated)	4	-7	.	91	93	94	-7	88
Cc1cc(C)c2cc(C(=O)N(C)C3CCN(C)CC3)[nH]c2c1	8	-8	100	108	102	94	-5	102
CCOC(=O)CC(=O)CSc1nnc2sc3ccccc3n12	26	-6	104	91	93	103	0	111
O=C(Nc1cccc(Cl)c1)OCc1cn(-c2ccc(Cl)cc2)nn1	-1	1	101	99	106	99	10	96
CN(CC(=O)Nc1ccc(F)cc1)C(=O)COc1ccc([N+](=O)[O-])cc1Cl	2	-8	80	92	79	101	-2	73
O=C(COC(=O)c1ccc[n+]([O-])c1)Nc1ccccc1OC(F)F	-1	-1	98	96	99	95	-2	96
Cc1ccc(CNC(=O)Cn2nnc(C(=O)Nc3ccc(Br)cc3)c2N)cc1	4	16	101	96	100	97	9	99
C=CCNC(=O)c1ccccc1Cl	0	-2	97	96	97	93	3	94
Cc1ccc(NC(=O)C/C(N)=N/OC(=O)Nc2cccc(Cl)c2)cc1	3	9	95	109	100	96	16	92
COc1ccc(C(=O)NC(=S)Nc2ccc(CN3CCOCC3)cc2)cc1OC	2	-5	102	96	92	97	2	102
Cn1cnnc1SCC(=O)NC1CCCN(Cc2ccccc2F)C1 (configuration not stated)	0	0	101	97	104	98	1	105
O=S1(=O)CCN2C(Cc3ccc(SC(F)F)cc3)=CSC2=N1	7	1	98	98	99	98	-1	97
O=C(NCCCN1CCCC1=O)c1cc(-c2ccc3c(c2)OCO3)nc2ccccc12	21	0	102	98	99	99	7	99
N#Cc1cn(CCOc2ccc(F)cc2)c2ccccc12	1	4	86	96	91	90	8	96
Cc1cccc(Nc2nc(C)cc(C)c2C#N)c1	32	-1	22	113	95	105	1	108

An excerpt of these results, comma-delimited.
molecule,AHR act,proCasp3 act,AGP1-GFP MLPCN,MEP2 TOR yeast,CIT2 TOR yeast,RPL19A-GFP yeast,procasp7 counter,LAP4-GFP MLPCN
COc1cccc(OCc2nnc3n2N=C(c2ccccc2)C(CC(=O)O)S3)c1 (configuration not stated),0,-2,99,105,100,102,-5,90
CCC(C)N(C(=O)COC(=O)c1cc([N+](=O)[O-])ccc1N)C1CCS(=O)(=O)C1 (configuration not stated),0,-11,94,89,95,92,0,86
CCSc1nc2sc3c(c2c(=O)n1CC)CC(C)(C)OC3,5,-4,89,92,85,92,3,91
Cn1c(=O)c2c(ncn2CC(=O)OCC(=O)Nc2ccccc2Cl)n(C)c1=O,2,8,87,78,75,88,4,86
Cc1cc(-c2cc(N)n(-c3ccccc3)n2)c(C)n1C1CCCC1,13,-2,96,105,96,99,-20,105

(listing goes on)
SMILES	AHR act	proCasp3 act	AGP1-GFP MLPCN	MEP2 TOR yeast	CIT2 TOR yeast	RPL19A-GFP yeast	procasp7 counter	LAP4-GFP MLPCN
CCN(CC(=O)Nc1c(F)cccc1F)C(=O)c1ccc(-c2ccccc2)cc1	-4	5	100	91	90	96	8	113
CCOC(=O)c1ccccc1NC(=S)N1CCN(C(=O)c2ccco2)CC1	-6	4	96	99	97	101	-1	93
Cc1cc(C(=O)N/N=C/c2c[nH]c3ccccc23)c(C)o1	56*	13	109	103	108	105	1	99
O=C1NC2(CCCCCC2)Oc2ccccc21	0	8	98	100	99	99	0	91
S=C(NCc1ccco1)N/N=C/c1ccc(Cl)cc1	5	4	90	93	90	93	1	102
COc1cc(OC)cc(-c2cc3nc4c(c(N5CCN(c6ncccn6)CC5)n3n2)CCCC4)c1	5	5	94	104	89	103	3	114
O=C(COC(=O)C1CC(=O)N(Cc2ccccc2)C1)Nc1cccc([N+](=O)[O-])c1 (configuration not stated)	-1	1	95	98	90	95	6	99
CC(C)N(Cc1nc(-c2ccccc2)no1)C(=O)CN(C)S(=O)(=O)c1ccccc1	2	-1	107	110	113	104	-3	104
CC/C(O)=C1\C(=O)CC(C)(C)CC1=NCCc1nc2ccccc2[nH]1	0	6	111	106	106	108	3	106
O=C(Cc1cccs1)Nc1cccc([N+](=O)[O-])c1	3	4	94	108	104	99	-1	93
CC1=C(C(=O)NC2CCCC(C)C2C)C2(CCCCC2)OC1=O (configuration not stated)	-1	1	101	103	107	98	-9	94
CCCC[n+]1ccc(-c2nc3ccc([N+](=O)[O-])cc3[nH]2)cc1	5	-10	95	101	98	104	-10	87
CC(=O)c1c(C)[nH]c(C(=O)COC(=O)CNS(=O)(=O)c2ccccc2)c1C	-9	-7	102	106	89	104	12	101
O=C(Nc1cnn(Cc2ccc(Cl)cc2)c1)c1ccc([N+](=O)[O-])cc1	11	-7	94	98	99	99	-4	100
Cc1c(C(=O)N2CCN(C(c3ccccc3)c3ccccc3)CC2)oc2ccccc12	2	8	92	93	80	89	3	92
CCC1Nc2ncnc(N3CCOCC3)c2N(Cc2ccc(Br)cc2)C1=O (configuration not stated)	2	-7	101	101	100	99	-14	100
CC(C)(C)CC(=O)Nc1nn[nH]n1	-4	3	104	107	97	99	-1	99
Cc1ccc2sc(NC(=O)CSc3nc(C)cc(C)c3C#N)nc2c1	-11	18	99	102	99	.	42*	101
CCOc1ccc(S(=O)(=O)N2CCN(CC(O)COc3cccc([N+](=O)[O-])c3)CC2)cc1 (configuration not stated)	4	-5	100	106	104	111	-2	98
COc1cc2c(cc1Cl)C(=O)C(F)(c1ccccc1)C(=O)N2 (configuration not stated)	38	3	99	98	101	93	-10	105
COc1cc(Cl)c(C)cc1NC(=O)CN1C(=O)C2CCCCC2C1=O (configuration not stated)	9	7	108	105	93	102	0	103
OCCN=C(c1ccccc1)C12CN3CN(CN(C3)C1)C2	6	-5	98	100	95	97	4	96
Cc1cccc(NCc2nc(SCC(=O)Nc3ccccc3)n[nH]2)c1	4	6	97	110	100	104	-8	95
CCOC(=O)C(=NCCOC)NNc1cc(Cl)ccc1Cl	6	-5	99	111	107	106	-3	89
CNC(=O)c1cccc2nc3ccccc3nc12	6	-9	96	98	95	93	8	113
COc1ccc(CN2CC(=O)N(c3ccc(C)c(C)c3)C2=S)cc1OC	-2	7	99	104	97	96	-3	111
CCOC(=O)N1CCN(CC(=O)c2c(C)[nH]c3ccccc23)CC1	6	-12	101	102	100	101	4	93
CC(=O)NNc1nc(-c2ccccc2)cs1	11	-12	?	?	?	?	-29	?
CCO[C@H]1OC(C(=O)N2CCOCC2)=C[C@@H](c2coc3ccccc3c2=O)[C@@H]1CCCO	-2	6	107	102	104	119	4	113
CCOC(=O)N1CCN(C(=O)COC(=O)COc2c(C)cc(C)cc2C)CC1	1	1	91	101	92	99	-7	108

An unsorted share of the library. Share with any hit: about 3.5%.
